Screens from PubChem BioAssay.
HTT aggregate: reduces HttQ103-GFP aggregates in PC12 cells; 1.1% of 220,000 active; AID 1688; Potency, µM (doses to about 46.1 µM), inactives show at the highest dose activity change, negative = inhibition, usual class: inhibitors; PC12 HttQ103-GFP aggregates, Acumen cytometry, 40 h; note: potency is the fitted concentration of half-maximal effect; % is set by controls: 0 for no effect and ±100 for the full control effect; nearly all actives have a fitted effect of over 60% in size
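Multiplexed with ATP-based cell death, this channel scores GFP aggregates in PC12 cells expressing inducible HTTex1-Q103-GFP. Induction used 100 nM tebufenozide; compounds were tested in concentration series.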
IMPase Li cell: cell-permeable IMPase inhibitors with lithium potentiation | 0.35% of 210,000 active | CHO-M1 cells, IP1 TR-FRET (IP-One), carbachol + lithium | Potency, µM (top dose mostly 59.4 µM), for inactives: top-dose activity, negative = IMPase inhibition, hits mostly inhibitors;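 note: IP1 builds up when IMPase is blocked and the TR-FRET signal falls; potency is the fitted concentration of half-maximal effect; plate controls were basal vehicle for no effect and high inhibitor control for full effect; nearly all actives have a fitted effect of over 50% in size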
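IP1 accumulation measured by competitive TR-FRET in lysed CHO-M1 cells after 30 min compound exposure at 37C, with a small lithium addition to potentiate weak responses. Hill-equation AC50 from ratio and donor-channel data.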
CBFb-RUNX1 inh: inhibitors of human CBF-beta and RUNX1 interaction | Q01196+Q13951 | AlphaScreen CBFb-His/RUNX1-biotin binding, biochemical | Potency, µM (titrated, usually from 59.8 µM), for inactives: top-dose activity, negative = inhibition, most hits filed as inhibitors | 230,000 tested, under 10 active | AID 1477; note: % of control where 0% means no effect
Target sequence (Q01196 whole entry, looked up): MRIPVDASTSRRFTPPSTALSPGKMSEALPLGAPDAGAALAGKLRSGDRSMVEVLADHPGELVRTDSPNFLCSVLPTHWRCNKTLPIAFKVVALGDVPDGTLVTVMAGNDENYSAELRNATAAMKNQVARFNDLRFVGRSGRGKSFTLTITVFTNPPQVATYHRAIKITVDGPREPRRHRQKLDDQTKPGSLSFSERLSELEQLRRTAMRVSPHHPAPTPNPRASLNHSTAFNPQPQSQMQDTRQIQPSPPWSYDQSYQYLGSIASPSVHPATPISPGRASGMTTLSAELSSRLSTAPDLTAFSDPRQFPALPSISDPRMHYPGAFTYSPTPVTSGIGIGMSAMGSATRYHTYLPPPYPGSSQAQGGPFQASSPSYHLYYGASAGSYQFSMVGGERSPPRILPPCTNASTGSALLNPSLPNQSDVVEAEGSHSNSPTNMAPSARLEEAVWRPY
Target sequence (Q13951 whole entry, looked up): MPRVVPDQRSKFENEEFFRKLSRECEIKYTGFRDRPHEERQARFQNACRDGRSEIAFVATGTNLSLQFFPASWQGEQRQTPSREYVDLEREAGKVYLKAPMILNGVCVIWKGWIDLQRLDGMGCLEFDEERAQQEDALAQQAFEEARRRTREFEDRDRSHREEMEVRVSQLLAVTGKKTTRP
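AlphaScreen proximity signal reports loss of binding between His-tagged CBF-beta and biotin-labelled RUNX1, each at 30 nM. Proteins are pre-associated for 20 minutes, compounds added for 15 minutes, then beads for 90 minutes, all at ambient temperature.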
L3MBTL1 block: inhibitors of human L3MBTL1. AID 485360. AlphaScreen L3MBTL1–H3K9me1 peptide binding. 0.66% of 230,000 active. Potency, µM (series often up to 57.1 µM), for inactives: at the highest dose activity, negative = inhibition, most hits filed as inhibitors; note: potency is the fitted concentration of half-maximal effect; % is set by controls: 0 for no effect and ±100 for the full control effect; nearly all actives have a fitted effect of over 60% in size
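L3MBTL1 (50 nM) pre-complexed 30 min with biotinylated H3(1-15)K9me1 peptide (75 nM), then compounds added for 30 min at room temperature; AlphaScreen streptavidin donor/nickel chelate acceptor beads (10 ug/mL final) read after 30 min dark incubation.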
NPSR antagonist: antagonists of human neuropeptide S receptor cAMP signaling | Q6W5P4 | CHO-NPSR cells, cAMP TR-FRET, antagonist mode | Potency, µM (doses to about 38.3 µM), for inactives: top-dose activity change, negative = inhibition, hits mostly inhibitors | 1% of 220,000 active | AID 1461; note: potency is the fitted concentration of half-maximal effect; % is set by controls: 0 for no effect and ±100 for the full control effect; nearly all actives have a fitted effect of over 50% in size; many of its hits are not listed in these tables
Target sequence (Q6W5P4 whole entry, looked up): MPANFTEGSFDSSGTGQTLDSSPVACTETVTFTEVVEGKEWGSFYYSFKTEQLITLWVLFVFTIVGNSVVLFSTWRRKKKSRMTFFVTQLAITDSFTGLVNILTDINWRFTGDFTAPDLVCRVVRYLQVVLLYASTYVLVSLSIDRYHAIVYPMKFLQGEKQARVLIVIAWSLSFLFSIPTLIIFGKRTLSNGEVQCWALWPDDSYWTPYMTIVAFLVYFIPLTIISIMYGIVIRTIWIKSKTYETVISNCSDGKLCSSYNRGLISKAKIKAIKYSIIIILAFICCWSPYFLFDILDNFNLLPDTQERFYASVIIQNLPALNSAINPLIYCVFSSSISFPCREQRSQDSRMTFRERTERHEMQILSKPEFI
Epigenetic derep: regulators of epigenetic silencing causing reporter derepression in mouse cells; murine LDR cells, GFP reporter derepression, 30 h; 0.2% of 280,000 active; AID 1865; Potency, µM (highest dose often 53.9 µM), inactives show top-dose GFP activation, hits mostly activators; note: potency is the fitted concentration of half-maximal effect; % of control where 0% means no effect; nearly all actives have a fitted effect of over 60% in size
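GFP-positive cell count by laser-scanning cytometry (objects 20–120 um) after 30 h, 37 C compound exposure of murine LDR cells; reporter is CMV-GFP integrated at a silenced locus, inducible by HDAC or DNMT inhibitors.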
Luc counter: blocks Kinase-Glo luciferase, a counter-screen artifact; Kinase-Glo luciferase, ATP luminescence, 8 min; Q27757; AID 1379; Potency, µM (series often up to 38.3 µM), without a hit: at the highest dose activity change, negative = inhibition, hits mostly inhibitors; 0.28% of 200,000 active; note: potency is the fitted concentration of half-maximal effect; % is set by controls: 0 for no effect and ±100 for the full control effect; nearly all actives have a fitted effect of over 60% in size
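Compounds were added to a substrate mix at pH 7.2 (50 mM imidazole, 10 uM ATP, within the enzyme's linear range), followed by Kinase-Glo detection reagent; luminescence was measured after 8 minutes at ambient temperature.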
Numbers without * were called inactive; ? = inconclusive; / = no result given; & = joins results of further samples; [ ] = dose if it differs, or a comment. Calls come from the whole dose curve; as a rule, active = well fitted curve in the direction sought with a large enough effect; inconclusive = small, poorly fitted or top-dose-only effect, or another doubt; inactive = no such curve, though single readings can be large; an effect the other way counts as inactive or inconclusive. Some of the compounds tested. The share of hits here may be higher or lower than overall.

SMILES	HTT aggregate	IMPase Li cell	CBFb-RUNX1 inh	L3MBTL1 block	NPSR antagonist	Epigenetic derep	Luc counter
O=C1OCC(CO)(CO)N=C1NNc1cc(Cl)ccc1Cl	-29%	-7%[38.3 µM]	0%	2%	3%[46.1 µM]	0.0%	-3%
O=C(Nc1ccc(N2CCCCCC2)cc1)c1ccccc1Cl	-28%	12%	?	?	-26%	0.9%	-3%
O=c1ccc(OCCOc2ccccc2)nn1-c1ccccc1	5%	4%	5%	13%	-7%	-0.9%	-1%
COC(=O)c1[nH]nc2c1C(=O)N(C1CCCCC1)C2=O	16%	0%[38.3 µM]	3%	0%	-11%[46.1 µM]	-0.2%	-2%
CCCCn1c(NC(=O)c2ccccc2Cl)c(C#N)c2nc3ccccc3nc21	10µM*	-22%[38.3 µM]	26%	19%	10µM*	-1.1%	-5%
COC(=O)c1nc2cc(C)ccn2c1F	16%	-1%	3%	-15%	9%	-1.0%	-2%
O=C(CSc1nc2ccccc2o1)Nc1ccc(N2CCOCC2)c(Cl)c1	?	16%[38.3 µM]	9%	-6%	-10%[46.1 µM]	-5.9%	-8%
CCN(CCn1cccn1)Cc1nc(Cc2cccc(F)c2)no1	-4%	5%	20%	2%	-19%	2.5%	1%
Cc1cccc(N(C)C(=O)CCS(=O)(=O)c2cccc3nonc23)c1	1%	27%[38.3 µM]	-4%	/	-4%[46.1 µM]	0.0%	1%
O=S1(=O)[C@H]2CC3O[C@]2(C[C@@H]3c2ccc(F)cc2)CN1Cc1ccc(Cl)cc1	-6%[9.22 µM]	/	20%	/	-23%	1.1%	/
CC(=C/c1ccccc1)/C=N/n1c(-c2ccncc2)n[nH]c1=S	2µM*	25%	1%	-3%[11.4 µM]	-29%	-1.2%	2%
CCN1C(=O)N/C(=C/c2ccc(Sc3ccc(C)cc3)o2)C1=O	-25%	30%[activator][38.3 µM]	16%	13%	-3%[46.1 µM]	-0.9%	-1%
O=C(O)C1C2C=CC(C2)C1C(=O)Nc1nccs1 (stereo unspecified)	-6%[9.22 µM]	20%[38.3 µM]	2%	/	-2%[46.1 µM]	-0.8%	2%
O=C(/C=C/c1ccc[nH]1)c1ccccc1	12%	5%	-7%	-20%	-31%	0.0%	-6%
COc1ccc(C(c2nnnn2C(C)(C)C)N2CCN(C)CC2)cc1OC (stereo unspecified)	11%	6%[38.3 µM]	4%	-3%	2%[46.1 µM]	0.0%	1%
O=C(CCc1nnc(-c2ccccc2)o1)NC1CCCCC1	-4%[9.22 µM]	6%	2%	19%	-27%	0.1%	1%
O=C(CN1CCC2(CC1)OCCO2)c1ccc2cc[nH]c2c1	5%	-6%	5%	5%	-1%[46.1 µM]	-0.9%	6%
CCOC(=O)c1cnc(SCC(=O)N2CCOCC2)nc1N	-39%[9.22 µM]	6%	6%	-7%	12%	1.1%	0%
O=C(Cc1ccc2c(c1)OCCO2)N1CCN(c2ccccc2)CC1	13%	8%	6%	-3%	2%	-1.9%	6%
Cc1nn(CC(=O)NCCCN2CCOCC2)c(C)c1[N+](=O)[O-]	16%	11%[38.3 µM]	4%	-4%	9%[46.1 µM]	0.4%	1%
O=C(Nc1ccc(N2CCCCC2)cc1)c1ccccn1	?	8%	-1%	-9%	-29%	-0.5%	7.9µM*
CCOC(=O)C(C)Oc1cccc2c(=O)n(CC(=O)N3CCN(C(=O)OCC)CC3)ccc12 (stereo unspecified)	7%	11%[38.3 µM]	1%	/	?	-2.4%	3%
O=C(C1CCN(Cc2ccc(F)cc2)CC1)N(CCc1ccccc1)Cc1ccccc1	-12%	7%	-15%	1%	-11%	1.1%	9%
COc1ccc(OC)c(Nc2nc(-c3ccc(O)c(O)c3)cs2)c1	?	18%[38.3 µM]	-17%	?	-19%[46.1 µM]	-19%	-4%
OCCN1CCN(c2cc(C(F)(F)F)nc3c(F)cccc23)CC1	-6%[9.22 µM]	/	7%	/	-1%	0.2%	/

(list continues)
SMILES	HTT aggregate	IMPase Li cell	CBFb-RUNX1 inh	L3MBTL1 block	NPSR antagonist	Epigenetic derep	Luc counter
Fc1ccc(CSc2nc3ccccc3[nH]2)cc1	?	17%[38.3 µM]	4%	/	-13%[46.1 µM]	2.9%	-16%
O=S(=O)(c1cccs1)N1CCN(S(=O)(=O)c2cccs2)CC1	-8%[9.22 µM]	3%	2%	8%	9%	-6.3%	2%
CCc1nnc(NC(=O)CSc2nnc(COc3ccccc3)n2-c2ccc(C)cc2)s1	14%	0%[38.3 µM]	2%	-2%	-3%[46.1 µM]	0.0%	-8%
CC1CCN(C(=O)CSc2nc3cccnc3n2C)CC1	-17%	-7%[38.3 µM]	2%	-1%	-10%[46.1 µM]	-2.5%	-5%
CCCOC(=O)COC(=O)c1ccccc1NC(=O)c1ccccc1	19%	14%	-3%	66%[activator]	-9%	0.0%	2%
COc1cccc(N(C(=O)c2cccs2)c2nc3ccccc3s2)c1	-7%	29%[38.3 µM]	1%	/	?	0.0%	-1%
Nc1cc2nsnc2cc1Br	3%	?	-7%	16µM*	2.5µM*	-2.2%	-1%
O=C(N1CCN(c2cccc(Cl)c2)CC1)C1(S(=O)(=O)c2ccc(Cl)cc2)CC1	-1%	29%[38.3 µM]	5%	/	-14%[46.1 µM]	-0.1%	-1%
Fc1ccc(NC(=S)NCCc2ccc(Cl)cc2)cc1	16%	5%	0%	-3%	-19%	3.2%	2%
CC(=O)Nc1c(O)nc(SCc2ccc(Cl)cc2)[nH]c1=O	-7%	-5%	2%	10%	23%	0.0%	-1%
COCCNC(=S)N1CCC(NC(=O)C23CC4CC(CC(C4)C2)C3)CC1	9%	-2%	2%	/	11%	3.8%	1%
COc1cccc(-n2c(CN3CCN(c4ccc(C)cc4)C(C)C3)nc3ccc([N+](=O)[O-])cc3c2=O)c1 (stereo unspecified)	1%	-2%	-2%	-7%	-4%	-0.1%	1%
O=C(NCc1ccc(F)cc1)c1ccc(CS(=O)(=O)Cc2ccccc2F)o1	1%	14%[38.3 µM]	-3%	8%	-2%[46.1 µM]	-0.9%	3%
CCOC(=O)c1c(C)[nH]c(C)c1C(=O)COC(=O)/C=C/c1cccc(F)c1	19%	6%	-3%	-3%	-10%[46.1 µM]	1.0%	1%
COc1ccc(C2c3[nH]c4ccccc4c3CCN2C(=O)c2ccc(=O)n(C)n2)c(F)c1 (stereo unspecified)	15%	/	-27%	4%	12%	3.5%	/
CC1CCN(c2nc(-c3ccccc3O)nc3ccccc23)CC1	-4%	3%[38.3 µM]	1%	6%	-21%[46.1 µM]	1.1%	2%
C=CCNC(=O)/C(C#N)=C/c1cc(Br)ccc1OC	10%	10%	-1%	3%	-16%	2.2%	0%
COc1ccc(C)cc1NC(=O)Nc1cccc(C(=O)O)c1	-4%[9.22 µM]	-3%	2%	-3%	-11%	-8.7%	2%
CCN(CC)c1ccc(-c2nc3cnccn3c2NC2CCCC2)cc1	?	-9%[38.3 µM]	9%	-2%	?	-0.1%	0%
CCCCN=Cc1c(C)[nH]n(-c2ccccc2)c1=S	23%	-5%	6%	-19%	-56%	-1.1%	5%
Cc1ccccc1NC(=S)NC1(C)CCS(=O)(=O)C1 (stereo unspecified)	-8%	-2%	-1%	3%	13%	1.1%	-2%
COc1ccc(CCCc2nnc(SCC(=O)Nc3cc(C)ccc3C)o2)cc1	-2%	1%[38.3 µM]	-2%	/	-18%[46.1 µM]	0.1%&-4.4%	-9%
CCCn1nnc(NC(=O)c2ccc(OC)cc2)n1	0%[9.22 µM]	12%[38.3 µM]	4%	/	2%[46.1 µM]	-0.2%	-3%
CCn1c(COc2ccc(OC)cc2)nnc1SCc1nc2ccccc2c(=O)[nH]1	8%	5%	-8%	5%	8%	13%	0%
O=S(=O)(NCCCCCCc1ccccc1)c1cccc2c(Cl)cccc12	/	20%	?	/	/	1.8%	3%

Taken from above.
`COc1ccc(C2c3[nH]c4ccccc4c3CCN2C(=O)c2ccc(=O)n(C)n2)c(F)c1` (stereo unspecified) in CBFb-RUNX1 inh reads -27%
`CC1CCN(c2nc(-c3ccccc3O)nc3ccccc23)CC1` in L3MBTL1 block reads 6%
`O=C(NCc1ccc(F)cc1)c1ccc(CS(=O)(=O)Cc2ccccc2F)o1` in L3MBTL1 block reads 8%
`O=C(N1CCN(c2cccc(Cl)c2)CC1)C1(S(=O)(=O)c2ccc(Cl)cc2)CC1` in HTT aggregate reads -1%
`Cc1ccccc1NC(=S)NC1(C)CCS(=O)(=O)C1` (stereo unspecified) in L3MBTL1 block reads 3%

The main list resumes with the two entries that preceded the break.
SMILES	HTT aggregate	IMPase Li cell	CBFb-RUNX1 inh	L3MBTL1 block	NPSR antagonist	Epigenetic derep	Luc counter
CCn1c(COc2ccc(OC)cc2)nnc1SCc1nc2ccccc2c(=O)[nH]1	8%	5%	-8%	5%	8%	13%	0%
O=S(=O)(NCCCCCCc1ccccc1)c1cccc2c(Cl)cccc12	/	20%	?	/	/	1.8%	3%
C/C(CC1(O)C(=O)N(C)c2ccccc21)=N\O (stereo unspecified)	10%	10%[38.3 µM]	11%	3%	9%[46.1 µM]	-8.7%	-3%
CCC(Sc1nc2n[nH]c(C)c2c(=N)n1-c1cc(Cl)ccc1C)C(=O)N1CCOCC1 (stereo unspecified)	29%	15%	5%	19%[11.4 µM]	-25%	0.0%	3%
COc1ccc(CC(=O)NNC(=O)c2ccc(NC(C)=O)cc2)cc1	13%	-2%	0%	6%	6%	-0.3%	2%
CCN1CCN(c2nc(Nc3ccc(C)c(C)c3)nc(N)c2[N+](=O)[O-])CC1	?	4%	2%	-19%	0%	-1.0%	2%
O=C(NN1C(=O)c2ccccc2C1=O)c1ccccc1[N+](=O)[O-]	-15%	-1%	-12%	/	3%	-6.2%	1%
CCOC(=O)N1CCN(C(=O)c2n[nH]c(=O)c3ccccc23)CC1	6%	30%[38.3 µM]	4%	6%	-9%[46.1 µM]	-11%	1%
Cc1cc(CN2C(=O)c3ccccc3C2=O)no1	0%	0%	12%	-5%	-15%[46.1 µM]	-0.9%	3%
CC(Oc1ccc(Cl)cc1Cl)C(=O)NCCCN1CCOCC1 (stereo unspecified)	6%	-7%[38.3 µM]	-1%	/	2%[46.1 µM]	-1.2%	2%
CCOC(=O)Cc1nn(CC)c(=O)c2ccccc12	-18%[9.22 µM]	-4%	4%	-2%	-4%	1.8%	-2%
CC1(C)Cc2noc(N)c2C(C)(C)N1OC(=O)c1scc2c1OCCO2	9%	25%[38.3 µM]	-7%	2%	2%[46.1 µM]	4.3%	-4%
Cc1cccc(NC(=O)Nc2ccccn2)c1C	21%[9.22 µM]	/	3%	1%	20%	0.0%	/
Cc1cc(C)c(C(=O)CSC2=NC(N)=C(C#N)C3(CCCCC3)C2C(N)=O)cc1C (stereo unspecified)	8%[9.22 µM]	-5%[38.3 µM]	-10%	/	-26%[46.1 µM]	-1.5%	2%
